Bioassay records: PubChem BioAssay, ICCB-Longwood Screening Facility, Harvard Medical School
PV pol inh – poliovirus RNA polymerase inhibition. P03300. poliovirus polymerase elongation, fluorescence polarization; active compounds read low. % elongation, % (compound at 16.7 µg/mL). 0.66% of 150,000 active. AID 588519; in the data active means % elongation below about 90%; further: some results filed as inactive read as strong as hits
Target sequence (P03300 1749-2209 limits assumed): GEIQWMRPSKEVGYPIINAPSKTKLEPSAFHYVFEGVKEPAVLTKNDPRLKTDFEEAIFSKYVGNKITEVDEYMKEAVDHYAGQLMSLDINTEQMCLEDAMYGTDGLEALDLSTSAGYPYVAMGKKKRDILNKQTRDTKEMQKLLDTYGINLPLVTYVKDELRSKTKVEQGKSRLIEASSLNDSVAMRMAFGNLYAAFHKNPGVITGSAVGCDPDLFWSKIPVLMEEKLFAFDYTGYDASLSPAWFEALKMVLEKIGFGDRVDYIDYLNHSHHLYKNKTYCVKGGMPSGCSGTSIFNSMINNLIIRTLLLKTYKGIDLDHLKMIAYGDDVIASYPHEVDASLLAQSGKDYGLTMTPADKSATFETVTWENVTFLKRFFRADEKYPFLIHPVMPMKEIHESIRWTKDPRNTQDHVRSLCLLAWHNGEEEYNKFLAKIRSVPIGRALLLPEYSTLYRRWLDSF
PV pol inh FP z-score – further read-out of PV pol inh, marked with its call; z-score; measured here: FP z-score; hits read low
The depositor's hits bear a star. An excerpt; rates above refer to the full screens.

smiles | PV pol inh | PV pol inh FP z-score
Cc1ccc(NC(=O)Cn2ncc3c4ccccc4n(Cc4ccccc4)c3c2=O)cc1Cl | 111.0 | 0.3
COc1ccc(N2CCN(C(=O)CCc3c(C)nc4nc[nH]n4c3=O)CC2)cc1 | 98.0 | -1.8
CC(=O)NCc1ccc(C(=O)COC(=O)c2cc3c(s2)CCCCC3)o1 | 103.0 | 0.1
O=C(N/N=C/c1c(Sc2nnnn2-c2ccccc2)nc2ccccn2c1=O)c1ccccc1 | 110.0 | 0.8
COc1ccc(NC(=O)C2CCCN(S(=O)(=O)c3c(C)[nH]c(=O)[nH]c3=O)C2)cc1Cl (configuration not stated) | 102.0 | -0.9
O=C(CSc1ccc(-c2ccncc2)nn1)NC1CCCC1 | 102.0 | 0.5
c1ccc(Cn2nnnc2C(c2cccs2)N(Cc2cccnc2)Cc2ccco2)cc1 (configuration not stated) | 101.0 | -0.3
CCOc1ccc(NC(=S)NC(c2ccccc2)c2ccccc2)cc1 | 105.0 | 0.5
CNC(=O)c1c(O)c2cc(OC)c(OC)cc2[nH]c1=O | 103.0 | 0.5
Cc1cc(C)c(S(=O)(=O)Nc2ccc3c(c2)OCO3)c(C)c1 | 104.0 | 0.9
CCc1ccc(CNC(=O)c2ccc3nc(SCc4ccc(F)cc4)n(C)c3c2)cc1 | 115.0 | 1.4
Cc1ccc(C)c(NC(=O)c2nnn(CC(=O)Nc3cccc(C)c3C)c2N)c1 | 104.0 | 0
O=C1CC(c2ccc(O)cc2)Oc2cc(O)cc(O)c21 (configuration not stated) | 103.0 | 0.3
Cc1ccccc1OCC(=O)Nc1ccc(-c2nc3ncccc3o2)cc1 | 110.0 | 1.3
COc1cccc(C(=O)Nc2ccc(-c3cc(C(F)(F)F)nn3-c3ccccc3)cc2)c1 | 107.0 | 0.6
O=C(NN1CC(=O)N(C2CCCC2)C1=O)C(c1ccccc1)c1ccccc1 | 102.0 | 0.1
CCOC(=O)C1CCN(C(=O)Cc2ccccc2OC)CC1 | 106.0 | 1.3
COc1ccc(NC(=O)c2sc3nc4c(cc3c2N)CN(Cc2ccccc2)CC4)cc1 | 104.0 | 0.1
CCN(CC)c1ccc(NC(=O)CN(C)Cc2ccccc2C)cc1 | 105.0 | 0.1
CN(CCCn1cnc2c([nH]c3ccccc32)c1=O)C1CCCCC1 | 104.0 | 0.6
O=C(CN1C2=NCCCN2c2ccccc21)c1cccs1 | 102.0 | 0.1
CC(C)Cn1c(=S)[nH]c2cc(Cl)ccc21 | 78.0* | -3.4*
CC1(C)CC2CC(C)(CN2C(=O)CSc2cccc[n+]2[O-])C1 (configuration not stated) | 103.0 | 0
c1ccn2cc(-c3ccc4c(c3)OCCO4)nc2c1 | 104.0 | 0.3
C=Cc1ccc(Cn2c(C(=O)OC)cc3occc32)cc1 | 104.0 | 1.1
O=C(Nc1ncc(Cc2cc(Cl)ccc2Cl)s1)c1ccco1 | 103.0 | 0
O=C(O)CCn1ncc(=O)c2ccccc21 | 96.0 | -0.5
O=C(O)C1Nc2ccccc2C2C=CCC12 (configuration not stated) | 37.0 | -7.4
CC(=O)c1cccc(NC(=O)C(Cc2ccccc2)NS(=O)(=O)c2ccc(Br)s2)c1 (configuration not stated) | 105.0 | -1.1
CC(C)CCNC(=O)N1CCN(S(=O)(=O)c2ccc3c(ccn3C)c2)CC1 | 104.0 | -0.6
CCCN(CCC)C(=O)Cn1c(=O)n(-c2cccc(C)c2)c(=O)c2c1c1cc(OC)ccc1n2C | 105.0 | 0
CCOC(=O)N1CCc2c(sc3ncn(Cc4ccc(Cl)cc4)c(=O)c23)C1 | 105.0 | 0.2
COc1nc(C)nc(N/C=C(\C#N)C(=O)C2CC2)n1 | 100.0 | -0.7
O=C(CN1CCSc2ccccc21)NCc1ccccc1 | 101.0 | -0.4
CCCCOc1ccccc1CC1C(=O)Nc2ccc(Br)cc21 (configuration not stated) | 104.0 | 0.1
Cc1ccc(S(=O)(=O)c2nc(N3CCOCC3)sc2Cl)cc1 | 101.0 | -0.5
CN(C(=O)CSc1nnc(-c2ccccc2)o1)C1CCS(=O)(=O)C1 (configuration not stated) | 102.0 | 0
COc1cccc(CSc2nncn3c2cc2oc(C)cc23)c1 | 94.0 | -3.7
Cc1oc(-c2ccc(C(=O)O)cc2)nc1COc1ccccc1 | 103.0 | 0.3
CC1CC(=O)c2cnn(-c3nc4ccccc4s3)c2C1 (configuration not stated) | 101.0 | 0.1
COc1cccc(CNC(=O)C2CCCN(c3nnc(-n4c(C)ccc4C)s3)C2)c1 (configuration not stated) | 104.0 | -1
CCOc1ccc(S(=O)(=O)NCC(c2ccc(N(C)C)cc2)N(C)C)cc1 (configuration not stated) | 101.0 | 0.3
COC(=O)Nc1ccc(S(=O)(=O)N2CCCCC2)cc1 | 106.0 | 1.4
CC(C)NC(=O)c1ncoc1-c1cccs1 | 100.0 | -0.1
Cc1c(Cl)cccc1NC(=S)N(Cc1ccco1)C1CCN(C(C)C)CC1 | 102.0 | 0.2
Cn1c(SCC(N)=O)nnc1-c1ccc(S(=O)(=O)N2CCCC2)cc1 | 103.0 | 0.3
CCOC(=O)c1c(NC(=O)CSc2nnc(-c3ccccc3)o2)sc2c1CCCC2 | 100.0 | 0
CN(C)P1(N(C)C)=Nc2c(c(N)nn2C)C(c2ccccc2)=N1 | 101.0 | 0
O=C(NCCCN1CCCC1)c1ccc(CS(=O)Cc2ccccc2Cl)o1 (configuration not stated) | 100.0 | -0.9
O=C(NCC(c1ccc2c(c1)OCO2)N1CCN(c2ccccc2)CC1)C(=O)Nc1ccccc1 (configuration not stated) | 108.0 | 0.1

Molecules from the list above that have two or more sulfur atoms:
smiles | PV pol inh | PV pol inh FP z-score
CC(=O)c1cccc(NC(=O)C(Cc2ccccc2)NS(=O)(=O)c2ccc(Br)s2)c1 (configuration not stated) | 105.0 | -1.1
Cc1ccc(S(=O)(=O)c2nc(N3CCOCC3)sc2Cl)cc1 | 101.0 | -0.5
CN(C(=O)CSc1nnc(-c2ccccc2)o1)C1CCS(=O)(=O)C1 (configuration not stated) | 102.0 | 0
Cn1c(SCC(N)=O)nnc1-c1ccc(S(=O)(=O)N2CCCC2)cc1 | 103.0 | 0.3
CCOC(=O)c1c(NC(=O)CSc2nnc(-c3ccccc3)o2)sc2c1CCCC2 | 100.0 | 0

Next part:
smiles | PV pol inh | PV pol inh FP z-score
COc1cccc(C2C(C(=O)Nc3ccccc3)=C(C)Nc3nc(-c4ccccc4)nn32)c1OC (configuration not stated) | 107.0 | -0.7
CCc1ccnc(NC(=O)Nc2ccccc2C(C)(C)C)c1 | 109.0 | 1.5
COc1ccc(NCn2c3ccccc3c3ccccc32)cc1 | 98.0 | -0.3
Cc1cc(C)n(-c2nc3cc(Cl)ccc3nc2Nc2ccc(C)c(F)c2)n1 | 103.0 | -0.7
CCOc1ccc(CCNC(=O)c2cccc(-n3c(C)nc4cccnc43)c2C)cc1 | 111.0 | 0.6
COc1cc(OC)c(NC(=O)Nc2nnc(N3CCCC3)s2)cc1Cl | 100.0 | -1
COc1ccccc1CC1(C)NC(=O)N(CC(=O)c2cc(C)n(Cc3ccco3)c2C)C1=O (configuration not stated) | 112.0 | 1.2
COc1ccc(Cl)c2sc(N3CCN(C(=O)c4ccco4)CC3)nc12 | 102.0 | 0.1
Cc1ccc(-c2ccc(=O)n(CC(=O)NCc3ccc(F)cc3)n2)cc1 | 113.0 | 0.6
CN1/C(=C\C=C2C(=O)NC(=O)NC2=O)C(C)(C)c2ccccc21 | 78.0 | -8.2
Cc1ccc(NC(=O)Cn2c(SCc3ccc(F)cc3)nc3cccnc32)cc1F | 106.0 | -0.5
Cc1ccc(/C=C(\C#N)C(=O)C(C)(C)C)o1 | 118.0 | 1.7
CCCn1c(CCC(=O)N2CCc3ccccc3C2)nc2cccnc21 | 100.0 | -0.3
Cc1ncoc1C(=O)Nc1ccc(C(C)C)cc1 | 100.0 | 0
Cc1ccc(N2CCN(S(=O)(=O)c3nnc(NC(=O)c4ccc(C(C)C)cc4)s3)CC2)cc1 | 113.0 | 1.1
CCc1ccc(CNC(=O)COc2cc(=O)n(CC)c3ccccc23)cc1 | 101.0 | -1.3
O=C(Nc1cc(Cl)cc(Cl)c1)C1CCCC1 | 101.0 | 0.1
Cc1ccccc1NC(=O)Nc1sc(NS(=O)(=O)c2ccccc2)nc1C | 98.0 | -0.7
Cc1nn(C)c2c1c(C(F)(F)F)cc(=O)n2Cc1ccc(Br)cc1F | 108.0 | 0.4
CCc1ccc(NC(=O)Cn2c(C(=O)OC)cc3oc(C)cc32)cc1 | 109.0 | -0.2
O=C(CNC(=O)c1ccc(-n2cnnc2)cc1)Nc1ccc(N2CCCCC2)cc1 | 106.0 | 1.8
Cc1ccc(C)n1-c1ccsc1C(=O)O | 48.0* | -13.3*
COc1ccc(N2CCN(Cc3nc4c(c(=O)[nH]c(=O)n4C)n3Cc3ccc(C)cc3)CC2)cc1 | 102.0 | -0.9
C[C@]12CCC(=O)C=C1C=C[C@@H]1[C@@H]2CC[C@@]2(C)[C@H]1CC[C@@]2(O)CCC(=O)O | 101.0 | 0.3
Cc1ccc(S(=O)(=O)c2nc(-c3ccccc3)oc2S(=O)(=O)c2ccc(C)cc2)cc1 | 103.0 | 0.3
Cc1cc2n(c(=O)c1C(N)=O)CCO2 | 100.0 | -0.5
CCc1nc2ccccc2c(C(=O)O)c1C | 101.0 | -0.1
COCC(=O)N1CCN(c2ncnc3c(-c4ccc(Cl)cc4)nsc23)CC1 | 102.0 | 0.4
O=C(c1cnc(N2CCCCC2)c2ccccc12)N1CCN(c2ccccc2F)CC1 | 105.0 | -0.6
CCN1CNC(=S)N(C2CCCCC2)C1 | 100.0 | -0.2
COc1ccc(OC)c2c1CC(C)(C)n1c(-c3ccc(Cl)cc3)nnc1-2 | 101.0 | 0.1
COc1ccc(-c2[nH]nc3c2C(c2cc(OC)c(OC)cc2OC)C2=C(CC(C)(C)CC2=O)N3)cc1 (configuration not stated) | 100.0 | -0.2
COCCn1c(C)cc(C(=O)COc2nc3ccccc3nc2C)c1C | 105.0 | 0.3
CCOC(=O)N1CCN(C(=O)c2cc(S(C)(=O)=O)ccc2Cl)CC1 | 104.0 | 0.2
Cc1cccc(-c2nnn3c2nc(NCc2ccc4c(c2)OCO4)c2ccccc23)c1 | 103.0 | -0.4
CCS(=O)(=O)c1nc2ccccc2n1CC(=O)N(C)c1ccccc1 | 105.0 | 0.9
Cc1ccccc1-n1nc(CO)c(C(=O)NCCc2ccccc2)n1 | 111.0 | 1
O=S(=O)(c1ccc(OC(F)(F)F)cc1)N1CCC(c2nc3ccccc3s2)CC1 | 101.0 | -1.3
Fc1ccccc1N1CCN(c2ncnc3onc(-c4ccc(Cl)cc4)c23)CC1 | 101.0 | -1.5
COC(=O)C1=C(C)N(C)C(=O)NC1c1ccc(O)c(OC)c1 (configuration not stated) | 103.0 | 0
CCOC(=O)c1cc(S(=O)(=O)N(CC)c2ccccc2)cn1C | 104.0 | 0.3
O=C(NC1=NCCS1)c1cc2c(s1)CCCCCC2 | 101.0 | 0.4
CCCCn1c(=O)[nH]c(=O)c2c1nc(COC(=O)c1ccccc1)n2CCC(C)C | 107.0 | 0.9
CN1CCC2=C1/C(=N\OC(=O)c1ccccc1)SC2=Nc1ccccc1 | 99.0 | 0.1
Cc1ccc2oc(=O)c3cc(C(=O)Nc4ccc(F)cc4F)sc3c2c1 | 101.0 | -0.3
COc1ccc(C2CC(c3ccc(C)cc3)=NN2S(=O)(=O)c2ccc(C)cc2)cc1 (configuration not stated) | 106.0 | 1
CC(=O)N1CCN(C(=O)c2cccc(Oc3ccccc3)c2)CC1 | 103.0 | 0.7
Cc1ccc(S(=O)(=O)CCSc2nccn2C)cc1 | 104.0 | 0.6
OC(C#Cc1ccccc1)c1ccco1 (configuration not stated) | 103.0 | 1.4
CCc1nc2ccccc2n1C(=O)CCCC(=O)O | 103.0 | 0.4

Following part.
smiles | PV pol inh | PV pol inh FP z-score
COc1ccc(C2CC(C(F)(F)F)n3ncc(C(=O)NCC4CCCO4)c3N2)cc1OC (configuration not stated) | 102.0 | 0.1
CC1=C(C(=O)O)N2C(=O)[C@@H](NC(=O)C(N)c3ccccc3)[C@H]2SC1 (some centres not stated) | 99.0 | -0.1
Cc1cc(C)cc(NS(=O)(=O)c2ccc3[nH]cc(C(=O)N4CCCC4)c(=O)c3c2)c1 | 106.0 | -0.8
O=S(=O)(NC1CCCC1)c1cccc2cccnc12 | 103.0 | 0.9
CC(N)C(=O)c1cccs1 (configuration not stated) | 104.0 | 0.7
CCOC(=O)c1cnc2ccc(C(=O)OC)cc2c1Nc1ccccc1CC | 104.0 | -0.4
N#C/C(=C\c1ccc(-c2cc(C(F)(F)F)cc(C(F)(F)F)c2)o1)C(=O)NCCc1c[nH]c2ccccc12 | 103.0 | 0.4
C/C(Cc1ccccc1OC(=O)c1ccccc1)=N/O | 103.0 | 0.5
COC(=O)c1cc2c(s1)=NC=NP=2(N1CCOCC1)N1CCOCC1 | 106.0 | 0.4
O=C(CCCc1nc(-c2ccccc2)no1)Nc1cc(C(F)(F)F)cc(C(F)(F)F)c1 | 107.0 | 0.4
CC(C)CCC1(C)NC(=O)N(Cc2ccc(C#N)cc2)C1=O (configuration not stated) | 105.0 | 0.4
C=CCOc1ccccc1CN(C(=O)c1ccco1)c1ccc2c(c1)OCO2 | 106.0 | 0.5
Cc1ccc(C(=O)CS(C)(=O)=O)cc1 | 99.0 | -0.8
O=C(Nc1c(Cl)cccc1Cl)N1CCOC12CCCCC2 | 102.0 | 0.2
O=C(Nc1ccc(Oc2ncnc3sc4c(c23)CCCCC4)cc1)c1ccco1 | 99.0 | -0.9
Clc1ccc(-c2csc(COc3ccc4nonc4c3)n2)cc1 | 103.0 | -0.1
Cc1nn(C(=O)COc2ccccc2)c(C)c1Sc1ccccc1 | 108.0 | 1
Cc1onc(-c2c(Cl)cccc2Cl)c1/C(N)=N/OC(=O)C1CC1 | 104.0 | 0.7
CC1CC(C)CN(S(=O)(=O)c2ccc(C(=O)OCc3nnc(-c4ccc(Cl)cc4)o3)cc2)C1 (configuration not stated) | 108.0 | 0.7
COc1ccc(CCNC(=O)CSc2ccccc2C(=O)N2CCN(C(C)=O)CC2)cc1OC | 102.0 | 0
CN1CCCN(c2nc3ccccc3nc2NS(=O)(=O)c2ccc(Cl)cc2)CC1 | 104.0 | 0.2
COc1ccc(Cn2c(=O)c3oc4ccccc4c3n(Cc3cccc(C(F)(F)F)c3)c2=O)cc1 | 108.0 | 0.3
O=C1NC(=O)N(Cc2ccccc2)C(=O)/C1=C\c1ccccc1 | 98.0 | -0.8
